High-throughput results from PubChem BioAssay.
BioA inh: M. tuberculosis BioA enzyme inhibitors, primary screen, biochemical, plate reader, single point, HTS; purified M. tuberculosis BioA enzyme; inhibition, % at 9.99 µM; 0.096% of 360,000 active; in the data active = inhibition above about 40%
TcdB inh: TcdB glycohydrolase inhibitors, primary screen, biochemical, single point, plate reader; Toxin B (Clostridioides difficile), P18177; TcdB glycohydrolase enzymatic assay; inhibition, % at 9.99 µM; 0.24% of 350,000 active; in the data active = inhibition above about 10%
Active calls of the source: *. Only part of the results is shown; count on the stated rates, not on these rows.

What do the screens show for `COc1ccc(CN(C)C[C@@H]2OCCCC[C@@H](C)Oc3ccc(NS(=O)(=O)c4ccc(F)cc4)cc3C(=O)N([C@H](C)CO)C[C@@H]2C)cc1`?
BioA inh: 0.4; TcdB inh: 1.1

How did CNC[C@H]1Oc2ccc(NC(=O)NC3CCCCC3)cc2C(=O)N([C@@H](C)CO)C[C@@H]1C do in these assays?
BioA inh: -2.4; TcdB inh: 1.8

Results for CCCC(=O)Nc1ccc2c(c1)OC[C@@H](C)N(Cc1ccncc1)C[C@@H](C)[C@H](OC)CN(C)C2=O ?
BioA inh: -2.2; TcdB inh: 1.3

What do the screens show for `Cc1ccc(S(=O)(=O)Nc2ccc3c(c2)C(=O)N([C@@H](C)CO)C[C@@H](C)[C@H](CN(C)S(=O)(=O)c2cccs2)OCCCC[C@@H](C)O3)cc1`?
BioA inh: -1.7; TcdB inh: 0.1

What do the screens show for `COc1ccccc1NC(=O)N(C)C[C@@H]1OCc2ccccc2-c2ccccc2C(=O)N([C@H](C)CO)C[C@H]1C`?
BioA inh: -2.8; TcdB inh: 0.9

How did COC(=O)C1=C2CC[C@H](CO)NC(=O)N[C@H](Cc3ccccc3)C(=O)NCc3cn(nn3)C[C@@H](Cc3ccccc3)NC(=O)c3oc(c(C(=O)OC)c3C(=O)OC)CC[C@H](CO)NC(=O)N[C@H](Cc3ccccc3)C(=O)NCc3cn(nn3)C[C@@H](Cc3ccccc3)NC(=O)C(=C1C(=O)OC)O2 do in these assays?
BioA inh: 0.2; TcdB inh: -0.1

Results for C[C@@H]1CN([C@H](C)CO)C(=O)c2cc(N(C)C)ccc2O[C@@H]1CN(C)Cc1ccc(C(=O)Nc2ccccc2N)cc1 ?
BioA inh: -2.1; TcdB inh: -15

What do the screens show for `COc1cccc(S(=O)(=O)Nc2ccc3c(c2)[C@H]2C[C@H](CC(=O)NCc4ccccc4F)O[C@@H](CO)[C@H]2O3)c1`?
BioA inh: -0.9; TcdB inh: -3.1

How did O=C(C[C@@H]1C=C[C@@H](NC(=O)Nc2ccc3c(c2)OCO3)[C@@H](CO)O1)NCc1ccccc1 do in these assays?
BioA inh: -0.8; TcdB inh: -0.2

What do the screens show for `COc1ccc(CN(C)C[C@@H]2Oc3c(NC(=O)Nc4ccc(OC)cc4)cccc3C(=O)N([C@@H](C)CO)C[C@H]2C)cc1`?
BioA inh: 4.2; TcdB inh: 1.1

How did Cc1ccc(S(=O)(=O)Nc2cccc3c2O[C@H](CN(C)Cc2ccc(C(=O)O)cc2)[C@@H](C)CN([C@H](C)CO)C3=O)cc1 do in these assays?
BioA inh: 0.5; TcdB inh: -0.3

What do the screens show for `C/C=C/c1ccc([C@@H]2[C@@H](CO)N3CCCCN(C(=O)Cc4cccnc4)C[C@H]23)cc1`?
BioA inh: 6.9; TcdB inh: -0.5

What do the screens show for `O=S(=O)(c1ccc(F)cc1)N1C[C@H]2[C@@H](c3ccccc31)[C@@H](CO)N2Cc1ccccc1Cl`?
BioA inh: -6.3; TcdB inh: -1.2

Results for COc1ccc(NC(=O)N(C)C[C@@H]2Oc3ccc(NS(C)(=O)=O)cc3CC(=O)N([C@H](C)CO)C[C@@H]2C)cc1 ?
BioA inh: -0.6; TcdB inh: 0.4

What do the screens show for `COCC(=O)Nc1ccc2c(c1)[C@H]1C[C@@H](CC(=O)NCc3ccccc3OC)O[C@H](CO)[C@H]1O2`?
BioA inh: -1.2; TcdB inh: 0.0

Results for CC(=O)N1CC[C@@H]2[C@H]1c1cc(-c3ccc(F)cc3)ccc1N[C@@H]2CO ?
BioA inh: 3.9; TcdB inh: -0.3

What do the screens show for `COc1ccc(NC(=O)Nc2ccc3c(c2)C(=O)N([C@H](C)CO)C[C@@H](C)[C@H](CN(C)Cc2ccncc2)OCCCC[C@H](C)O3)cc1`?
BioA inh: 0.7; TcdB inh: -0.4

Results for CC(C)C#Cc1cnc2c(c1)C(=O)N([C@@H](C)CO)C[C@@H](C)[C@H](CN(C)C(=O)c1cccnc1)O2 ?
BioA inh: 0.5; TcdB inh: 1.9

Results for CCC(=O)Nc1ccc2c(c1)C(=O)N(C)C[C@H](OC)[C@@H](C)CN(Cc1cccnc1)[C@H](C)CO2 ?
BioA inh: -1.7; TcdB inh: -0.1

Results for COc1ccccc1C#Cc1ccc([C@@H]2[C@@H](CO)N3CCCCN(C(=O)C4CCC4)C[C@@H]23)cc1 ?
BioA inh: -0.6; TcdB inh: 0.1

What do the screens show for `CO[C@H]1CN(C)C(=O)c2ccc(NC(=O)Nc3ccccc3)cc2OC[C@@H](C)N(C(=O)CN(C)C)C[C@H]1C`?
BioA inh: -1.5; TcdB inh: 0.2

What do the screens show for `C[C@@H]1CN([C@H](C)CO)S(=O)(=O)c2ccc(-c3ccc(C(=O)N(C)C)cc3)cc2O[C@@H]1CN(C)C`?
BioA inh: 3.2; TcdB inh: -1.4

Results for CO[C@H]1CN(C)C(=O)c2ccc(NC(=O)Nc3ccccc3F)cc2OC[C@@H](C)NC[C@H]1C ?
BioA inh: -1.4; TcdB inh: -0.3

How did O=C(C[C@H]1CC[C@@H](NC(=O)c2ccccc2)[C@H](CO)O1)NCc1ccncn1 do in these assays?
BioA inh: 3.8; TcdB inh: 0.4

Results for O=C(Cc1ccccc1)N1C[C@H]2[C@@H](c3ccccc31)[C@H](CO)N2S(=O)(=O)c1ccccc1 ?
BioA inh: -2.2; TcdB inh: 0.0

Results for C[C@@H]1CN([C@@H](C)CO)C(=O)c2cccc(NC(=O)C3CCCCC3)c2O[C@@H]1CN(C)C ?
BioA inh: -1.6; TcdB inh: 0.8

What do the screens show for `C[C@H]1CN([C@@H](C)CO)S(=O)(=O)c2ccc(C3=CCCC3)cc2O[C@H]1CN(C)C(=O)Nc1ccc2c(c1)OCO2`?
BioA inh: 6.7; TcdB inh: -1.5

What do the screens show for `CCCC#Cc1ccc2c(c1)O[C@@H](CN(C)C(=O)Nc1ccc(OC)cc1)[C@H](C)CN([C@H](C)CO)S2(=O)=O`?
BioA inh: 4.6; TcdB inh: 1.2

Results for COc1ccc(S(=O)(=O)Nc2cccc3c2O[C@@H](CN(C)C(=O)Nc2ccc(C(F)(F)F)cc2)[C@H](C)CN([C@@H](C)CO)C3=O)cc1 ?
BioA inh: 12; TcdB inh: 0.9

How did C[C@H](CO)N1C[C@H](C)[C@H](CN(C)Cc2ccccc2F)Oc2ncc(C3=CCCC3)cc2C1=O do in these assays?
BioA inh: 1.2; TcdB inh: -1.9

What do the screens show for `C[C@@H]1CCCCO[C@H](CN(C)Cc2ccc(C(F)(F)F)cc2)[C@H](C)CN([C@@H](C)CO)C(=O)c2cc(NC(=O)NC3CCCCC3)ccc2O1`?
BioA inh: -1.2; TcdB inh: 1.5

How did CC(=O)N1CC[C@@H]2[C@H](CO)Nc3ccc(C#Cc4cccnc4)cc3[C@@H]21 do in these assays?
BioA inh: 13; TcdB inh: 1.1

How did O=C(C[C@H]1C[C@@H]2c3cc(NC(=O)C4CCOCC4)ccc3O[C@@H]2[C@H](CO)O1)NCc1ccncc1 do in these assays?
BioA inh: -1.9; TcdB inh: -1.5

What do the screens show for `C[C@@H]1CN([C@@H](C)CO)C(=O)c2cc(NC(=O)C3CCCCC3)ccc2O[C@H]1CN(C)C(=O)Nc1cccc2ccccc12`?
BioA inh: 0.7; TcdB inh: 0.0

Results for C[C@@H]1CN([C@@H](C)CO)C(=O)c2cc(NS(=O)(=O)c3ccc(F)cc3)ccc2O[C@@H](C)CCCCO[C@H]1CN(C)Cc1ccc(C(F)(F)F)cc1 ?
BioA inh: -2.2; TcdB inh: -0.3

Results for O=C(Nc1ccccc1F)N[C@@H]1CC[C@H](CC(=O)N2CCCCC2)O[C@H]1CO ?
BioA inh: -0.3; TcdB inh: 0.5

Results for C[C@H]1CN([C@@H](C)CO)C(=O)Cc2cc(NC(=O)C3CCCCC3)ccc2O[C@@H]1CN(C)C(=O)Nc1ccc(F)cc1 ?
BioA inh: -1.4; TcdB inh: -0.3

Results for CN1c2ccc(-c3cccc(F)c3)cc2[C@@H]2[C@@H](CCN2C(=O)Cc2cccnc2)[C@H]1CO ?
BioA inh: 1.6; TcdB inh: -1.3

Results for Cc1ccc(S(=O)(=O)N(C)C[C@@H]2OCCCC[C@H](C)Oc3ccc(NC(=O)Cc4ccccc4)cc3C(=O)N([C@H](C)CO)C[C@H]2C)cc1 ?
BioA inh: 1.4; TcdB inh: 1.5

What do the screens show for `C[C@@H]1CN([C@H](C)CO)C(=O)c2cc(NC(=O)NC3CCCCC3)ccc2O[C@@H](C)CCCCO[C@@H]1CN(C)C(=O)Nc1ccccc1`?
BioA inh: -0.9; TcdB inh: 0.4

10 neighbouring entries out of the list so far:
What do the screens show for `COc1cccc(S(=O)(=O)Nc2ccc3c(c2)[C@H]2C[C@H](CC(=O)NCc4ccccc4F)O[C@@H](CO)[C@H]2O3)c1`?
BioA inh: -0.9; TcdB inh: -3.1

How did O=C(C[C@@H]1C=C[C@@H](NC(=O)Nc2ccc3c(c2)OCO3)[C@@H](CO)O1)NCc1ccccc1 do in these assays?
BioA inh: -0.8; TcdB inh: -0.2

What do the screens show for `COc1ccc(CN(C)C[C@@H]2Oc3c(NC(=O)Nc4ccc(OC)cc4)cccc3C(=O)N([C@@H](C)CO)C[C@H]2C)cc1`?
BioA inh: 4.2; TcdB inh: 1.1

How did Cc1ccc(S(=O)(=O)Nc2cccc3c2O[C@H](CN(C)Cc2ccc(C(=O)O)cc2)[C@@H](C)CN([C@H](C)CO)C3=O)cc1 do in these assays?
BioA inh: 0.5; TcdB inh: -0.3

What do the screens show for `C/C=C/c1ccc([C@@H]2[C@@H](CO)N3CCCCN(C(=O)Cc4cccnc4)C[C@H]23)cc1`?
BioA inh: 6.9; TcdB inh: -0.5

What do the screens show for `O=S(=O)(c1ccc(F)cc1)N1C[C@H]2[C@@H](c3ccccc31)[C@@H](CO)N2Cc1ccccc1Cl`?
BioA inh: -6.3; TcdB inh: -1.2

Results for COc1ccc(NC(=O)N(C)C[C@@H]2Oc3ccc(NS(C)(=O)=O)cc3CC(=O)N([C@H](C)CO)C[C@@H]2C)cc1 ?
BioA inh: -0.6; TcdB inh: 0.4

What do the screens show for `COCC(=O)Nc1ccc2c(c1)[C@H]1C[C@@H](CC(=O)NCc3ccccc3OC)O[C@H](CO)[C@H]1O2`?
BioA inh: -1.2; TcdB inh: 0.0

Results for CC(=O)N1CC[C@@H]2[C@H]1c1cc(-c3ccc(F)cc3)ccc1N[C@@H]2CO ?
BioA inh: 3.9; TcdB inh: -0.3

What do the screens show for `COc1ccc(NC(=O)Nc2ccc3c(c2)C(=O)N([C@H](C)CO)C[C@@H](C)[C@H](CN(C)Cc2ccncc2)OCCCC[C@H](C)O3)cc1`?
BioA inh: 0.7; TcdB inh: -0.4

(next part)
What do the screens show for `CO[C@@H]1CN(C)C(=O)c2ccc(NC(=O)C3CCCCC3)cc2OC[C@H](C)N(C(=O)c2ccccc2)C[C@H]1C`?
BioA inh: -2.2; TcdB inh: 0.1

Results for CN(C)C(=O)[C@@H]1[C@@H](CO)[C@@H]2Cn3c(ccc(-c4cccc(F)c4)c3=O)[C@H]1N2CC1CC1 ?
BioA inh: -1.0; TcdB inh: -0.3

What do the screens show for `O=S(=O)(NCC[C@H]1CC[C@@H](NS(=O)(=O)c2ccccc2Cl)[C@@H](CO)O1)c1ccc(F)cc1`?
BioA inh: -2.5; TcdB inh: -1.5

Results for O=C(C[C@@H]1CC[C@H](NC(=O)c2ccccc2)[C@@H](CO)O1)NCc1ccncn1 ?
BioA inh: 0.7; TcdB inh: -1.1

Results for CNC[C@H]1Oc2ccc(NS(=O)(=O)c3ccc(F)cc3)cc2CC(=O)N([C@@H](C)CO)C[C@@H]1C ?
BioA inh: 0.1; TcdB inh: -2.2

How did Cc1noc(C)c1S(=O)(=O)Nc1ccc2c(c1)C(=O)N([C@H](C)CO)C[C@@H](C)[C@H](CN(C)C)OCCCC[C@@H](C)O2 do in these assays?
BioA inh: 0.5; TcdB inh: -0.8

How did COCc1cn(CC[C@H]2CC[C@@H](NC(=O)c3ccccc3)[C@H](CO)O2)nn1 do in these assays?
BioA inh: 0.0; TcdB inh: -0.3

Results for C[C@@H]1CCCCO[C@H](CN(C)C)[C@H](C)CN([C@H](C)CO)C(=O)c2cc(NS(=O)(=O)c3cn(C)cn3)ccc2O1 ?
BioA inh: -1.9; TcdB inh: -0.2

Results for C[C@@H]1CN([C@@H](C)CO)C(=O)c2cc(NC(=O)Nc3cccc4ccccc34)ccc2O[C@@H](C)CCCCO[C@@H]1CN(C)C(=O)Nc1ccccc1 ?
BioA inh: -0.4; TcdB inh: -3.7

What do the screens show for `CC(C)NC(=O)N(C)C[C@@H]1Oc2ccc(NC(=O)Nc3cccc4ccccc34)cc2C(=O)N([C@H](C)CO)C[C@H]1C`?
BioA inh: 1.8; TcdB inh: 0.7

How did O=C(N[C@@H]1C=C[C@@H](CC(=O)N2CCOCC2)O[C@H]1CO)c1cccc(F)c1 do in these assays?
BioA inh: -0.7; TcdB inh: 0.1

Results for C[C@@H]1CCCCO[C@@H](CN(C)S(C)(=O)=O)[C@H](C)CN([C@H](C)CO)C(=O)c2cc(NC(=O)Nc3ccc4c(c3)OCO4)ccc2O1 ?
BioA inh: 3.5; TcdB inh: -0.4

What do the screens show for `COc1ccc(S(=O)(=O)Nc2ccc3c(c2)C(=O)N([C@H](C)CO)C[C@@H](C)[C@@H](CN(C)C(=O)NC2CCCCC2)OCCCC[C@H](C)O3)cc1`?
BioA inh: 1.1; TcdB inh: 1.2

Results for C[C@@H]1CN([C@H](C)CO)C(=O)c2cc(-c3cccc(C(=O)N(C)C)c3)cnc2O[C@@H]1CN(C)S(=O)(=O)c1ccc(F)cc1 ?
BioA inh: -0.7; TcdB inh: 0.5

What do the screens show for `C[C@@H]1CN([C@H](C)CO)C(=O)c2cc(NC(=O)CCCN(C)C)ccc2O[C@@H]1CN(C)C(=O)Nc1ccc(F)cc1`?
BioA inh: 4.5; TcdB inh: 0.2

What do the screens show for `C[C@@H]1CCCCO[C@@H](CN(C)C(=O)CCC(F)(F)F)[C@@H](C)CN([C@@H](C)CO)C(=O)c2cc(NS(=O)(=O)c3cn(C)cn3)ccc2O1`?
BioA inh: -2.7; TcdB inh: 1.0
